GalR3 antagonist = human GalR3 antagonism. inhibition, % at 3 µM. AID 651719. actives 0.44% (n = 360,000). O60755. HEK293 GalR3-CNG cAMP membrane potential fluorescence; galR3 body fused to GalR1 C-terminus;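 active = inhibition above the screen-wide average plus 3 SD, cut at about 13% in these data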;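 also: forskolin and galanin both at EC90 stimulate the cells; cAMP rise reported by CNG channel membrane potential dye signal; 0% = forskolin plus galanin with DMSO and 100% = forskolin alone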
Target sequence (O60755 1-299 limits assumed): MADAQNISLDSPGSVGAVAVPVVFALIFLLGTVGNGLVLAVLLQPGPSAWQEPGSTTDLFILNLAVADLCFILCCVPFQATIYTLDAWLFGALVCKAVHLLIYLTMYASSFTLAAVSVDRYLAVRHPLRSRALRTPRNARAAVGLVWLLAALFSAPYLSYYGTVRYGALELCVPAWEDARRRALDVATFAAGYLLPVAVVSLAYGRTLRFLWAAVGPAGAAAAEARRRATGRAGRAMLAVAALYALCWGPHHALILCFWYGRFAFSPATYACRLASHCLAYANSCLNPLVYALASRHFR
IDE cell activ = boosts human insulin-degrading enzyme activity in HEK cells | P14735 | FAbeta-B cleavage, fluorescence polarization; 0% vehicle, 100% cell-free pure enzyme wells | activation, % at 5.96 µM | actives 0.073% (n = 340,000) | AID 493087;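 active = activation above the mean of all tested compounds plus 3 SD, set per screening campaign, cut at about 17% in these data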
IDE inh = inhibits human insulin-degrading enzyme in HEK cells; P14735; FAbetaB cleavage, fluorescence polarization; inhibition, % at 5.59 µM; actives 0.41% (n = 320,000); AID 434962;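 active = percent inhibition above the average of all tested compounds plus 3 SD, set per screening campaign, cut at about 16% in these data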;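 also: IDE supplied by intact live HEK cells; FP after avidin binding of uncleaved biotin substrate so inhibition keeps polarization high; 0% = DMSO wells and 100% = 60 µM reference IDE inhibitor Ii1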
MEKK3 PB1 HTS = raises or lowers MEK5 binding to the human MEKK3 PB1 domain | bead-based flow cytometry, Alexa488-MEK5 binding to MEKK3; actives lie on both sides; 0 = blocked by unlabeled MEK5, 100 = vehicle | Q99759 | binding response (% of control), % at 10 µM | actives 1.4% (n = 290,000);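 active = binding response more than 3 SD above or below the average of its plate-row segment, actives on both sides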;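 also: Alexa488 bead fluorescence after subtracting the streptavidin-only scavenger bead signal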
CRFBP-R2 block = CRF-BP/CRF-R2 complex antagonism; inhibition, % at 11.8 µM; actives 0.59% (n = 350,000); AID 588475; HEK293 CRF-R2/CRF-BP, CRF-induced calcium fluorescence;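 active = inhibition of the ligand-induced calcium signal above about 50% at the single tested concentration, limit read from the data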
CHRM4 PAM = CHRM4 positive allosteric modulation. activation, % at 3 µM. CHO-K1 hM4/Gqi5, Fluo-8 calcium fluorescence, ACh EC20; 0% = ACh EC20, 100% = maximal ACh. actives 0.4% (n = 360,000). P08173;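 active = activation above its plate's cutoff, the mean activation of sample wells plus 3 SD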; also: some results filed as inactive read as strong as hits
PHOSPHO1 block = inhibitors of human PHOSPHO1 phosphatase; Q8TCT1; recombinant PHOSPHO1, absorbance phosphatase assay; inhibition, % at 13.3 µM; actives 1.1% (n = 290,000); AID 1565; in the data active = inhibition above about 60%
Target sequence (Q8TCT1 whole entry, looked up): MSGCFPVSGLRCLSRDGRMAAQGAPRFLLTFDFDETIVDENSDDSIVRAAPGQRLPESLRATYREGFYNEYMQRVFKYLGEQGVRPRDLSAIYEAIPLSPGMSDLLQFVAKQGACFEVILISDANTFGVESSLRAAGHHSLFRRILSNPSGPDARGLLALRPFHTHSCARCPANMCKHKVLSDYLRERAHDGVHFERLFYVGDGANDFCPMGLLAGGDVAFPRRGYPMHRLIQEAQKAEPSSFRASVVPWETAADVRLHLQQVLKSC
CRFR2-BP ag = CRF-BP/CRF-R2 complex agonism; actives 0.46% (n = 350,000); activation, % at 13.2 µM; AID 588473; HEK293 CRF-R2/CRF-BP, calcium dye fluorescence (FLIPR); percent of saturating CRF peptide response;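 active = activation of at least 50%, plus an integration ratio under a set limit after plate pattern correction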;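 also: plate controls were neutral control wells without compound for no effect and CRF at EC100 for full effect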
p-CIP stab down = lowers stability of the mouse p/CIP coactivator protein; actives 0.01% (n = 290,000); F442A p/CIP-EGFP cells, EGFP fluorescence, 16 h; Q05BA5; decrease of EGFP signal, % at 10 µM; AID 1984;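 active = EGFP signal decrease of at least 30% at 10 µM or well 3 SD below plate mean, unless failing retest; inactive = the rest, including hits failing retest or dose response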; also: some compounds called inactive have numbers as strong as hits; many of its hits are not listed in these tables
Starred values were filed as active, the others as inactive; / = no result given; & = joins results of further samples; [ ] = remark or other dose. Compounds were not picked by outcome (roughly 4.2% active in at least one column).

item	Compound	IDE cell activ	p-CIP stab down	CRFBP-R2 block	PHOSPHO1 block	MEKK3 PB1 HTS	IDE inh	CRFR2-BP ag	CHRM4 PAM	GalR3 antagonist
1	OCC1(CCCc2ccccc2)CCN(Cc2ccc(F)cc2)CC1	3	-15	-28	28	95	-1	-1.6	-2	-8
2	COc1ccc(C(=O)Nc2ccnn2C2CCN(C(=O)c3cc(C)on3)CC2)cc1	5	5	-12	14	101	-1	-0.5	4	-2
3	CCCOc1cccc(C2C(C(=O)c3ccco3)=C(O)C(=O)N2c2nnc(C)s2)c1 (stereo unspecified)	-3	-20	-27	35	103	-2	19	-6	-9
4	C[C@H]1CCC[C@]2(CC(=O)c3cc(F)ccc3O2)C1	5	/	8	/	/	3	-1.2	-1	3
5	COc1cc(/C=C2\SC(N3CCC(C)CC3)=NC2=O)ccc1O	-16	-10	17	20	113	15	2.9	4	1
6	COc1ccc(C(CC(=O)Nc2ccc(C)cn2)N2Cc3ccccc3C2=O)cc1 (stereo unspecified)	2	-10	-28	46	109	-6	-3.8	-8	-7
7	Cc1ccccc1CN1C[C@@H]2C[C@@H](c3cn(C)nc3-c3ccccc3)N3CCC[C@@]23C1=O	-1	-27	0	8	98	1	-1.0	-4	6
8	CC1=C(C(=O)OCCOC(C)C)C(c2cccnc2)C2=C(CCCC2=O)N1 (stereo unspecified)	2	-12	-9	3	102	-1	0.4	-3	-3

Only CRFR2-BP ag and IDE inh, for some of the entries so far:
nr	molecule	CRFR2-BP ag	IDE inh
1	OCC1(CCCc2ccccc2)CCN(Cc2ccc(F)cc2)CC1	-1.6	-1
2	COc1ccc(C(=O)Nc2ccnn2C2CCN(C(=O)c3cc(C)on3)CC2)cc1	-0.5	-1
3	CCCOc1cccc(C2C(C(=O)c3ccco3)=C(O)C(=O)N2c2nnc(C)s2)c1 (stereo unspecified)	19	-2

The listing continues.
item	Compound	IDE cell activ	p-CIP stab down	CRFBP-R2 block	PHOSPHO1 block	MEKK3 PB1 HTS	IDE inh	CRFR2-BP ag	CHRM4 PAM	GalR3 antagonist
9	O=C1[C@H]2[C@@H](c3ccccc3)N[C@]3(CCCN(Cc4ccc(Cl)cc4)C3=O)[C@H]2C(=O)N1Cc1ccccc1	/	/	-18	/	/	/	-0.5	-9	-6
10	CC(NC(=O)COC(=O)CSc1ccc(F)cc1)c1ccc(F)cc1 (stereo unspecified)	1	/	9	/	/	1	0.3	1	-3
11	CCS(=O)(=O)N1CCC(C(=O)c2ccc(Cl)cc2)CC1	-4	17	38	29	107	-1	-1.8	10	-7
12	O=C(Nc1cccc(C(=O)N2CCCCC2)c1)c1ccccc1Br	-5	-3	-20	26	102	5	-7.1	11	-3
13	COc1cc(C(=O)NCc2cn3ccsc3n2)cc(OC)c1OC	0	/	13	/	96	5	-1.3	-6	-5
14	COc1cc(OC)c(C#N)c(S(=O)(=O)Cc2ccccc2)c1	-5	0	6	-19	103	-5	-1.7	-1	-5
15	N#C/C(=C\c1ccc[nH]1)C(=O)c1ccccc1	-3	9	10	60	107	3	-0.2	4	-13
16	CCn1cc(C(=O)NCC2CCCO2)c(=O)c2cc(F)c(N3CCN(C)CC3)cc21 (stereo unspecified)	2	-1	-3	40	94	8	0.6	3	-4

Part of the list above, as labelled records.
[10] CC(NC(=O)COC(=O)CSc1ccc(F)cc1)c1ccc(F)cc1 (stereo unspecified)
  IDE cell activ = 1 | p-CIP stab down = / | CRFBP-R2 block = 9 | PHOSPHO1 block = / | MEKK3 PB1 HTS = / | IDE inh = 1 | CRFR2-BP ag = 0.3 | CHRM4 PAM = 1 | GalR3 antagonist = -3

[11] CCS(=O)(=O)N1CCC(C(=O)c2ccc(Cl)cc2)CC1
  IDE cell activ = -4 | p-CIP stab down = 17 | CRFBP-R2 block = 38 | PHOSPHO1 block = 29 | MEKK3 PB1 HTS = 107 | IDE inh = -1 | CRFR2-BP ag = -1.8 | CHRM4 PAM = 10 | GalR3 antagonist = -7

The list goes on:
item	Compound	IDE cell activ	p-CIP stab down	CRFBP-R2 block	PHOSPHO1 block	MEKK3 PB1 HTS	IDE inh	CRFR2-BP ag	CHRM4 PAM	GalR3 antagonist
17	COc1ccccc1C(=O)NC1CCSc2ccccc21 (stereo unspecified)	-2	-7	38	14	100	2	-1.2	0	-5
18	O=C(CSc1cccc[n+]1[O-])C12CC3CC(CC(C3)C1)C2	8	-2	0	-33	106	5	-0.3	-4	-4
19	C=Cc1c(C)c2cc3[nH]c(cc4nc(cc5nc(cc1[nH]2)C(C)=C5CCC(=O)O)C(CCC(=O)O)=C4C)c(C)c3C=C	7&4	/	-33&-11	/	88	3&1	-2.4&3.3	0&4	-7
20	CCOc1ccc(C2C(C#N)=C(C)NC3=C2C(=O)c2ccccc23)cc1 (stereo unspecified)	-1	6	-26	37	99	2	2.6	0	-3
21	Cc1c(O)ccc2c3c(c(=O)oc12)CCC(C)C3 (stereo unspecified)	1	-11	6	-27	103	1	9.8	13	0
22	S=C1NC2=C(CCCC2=C2SCCCS2)C(c2ccccc2)N1 (stereo unspecified)	-5	-7	-39	3	97	-1	15	7	-4
23	Cn1cc(Cl)c(C(=O)N(Cc2ccccc2)c2ccccn2)n1	9	-1	-2	-2	108	2	2.0	1	-2
24	Cc1nc(NC(=O)COc2ccccc2)sc1C(=O)Nc1cccc(Cl)c1	-2	7	-25	15	102	-2	0.1	-7	-3
25	Clc1ccc2nc(-c3ccccc3)nc(C(Cl)Cl)c2c1	-2	-21	-27	-16	97	/	0.7	0	-5
26	O=C1CCC/C(=N\NC(=O)c2ccc(COc3cccc4cccnc34)cc2)C1	0	-10	-3	5	124	2	2.8	12	0
27	CCCN1CCC(=O)N(CCN=[N+]=[N-])CC1	4	0	3	10	105	-4	-0.8	1	-8
28	O=C(NNS(=O)(=O)c1ccc2ccccc2c1)c1cccnc1	6	-15	25	0	92	-4	-0.6	-3	1
29	CC1(C)CC(=O)C(/C=N/n2c(C(F)(F)F)nc3ccccc3c2=O)=C(O)C1	4	-6	13	9	97	2	-0.2	-1	-4
30	Nc1nonc1-n1nnc(C(=O)N/N=C/c2cccnc2)c1-c1cccs1	1	-8	-23	33	102	-3	0.1	4	-6
31	COc1ccc(C(=O)NCC2(c3ccccc3)CCOCC2)cc1	7	-1	5	32	71	4	-1.1	2	-3
32	Cc1ccccc1CN1CCC(n2nccc2NC(=O)CCCc2ccccc2)CC1	2	18	-8	18	100	5	-0.8	-1	0
33	COc1cccc(OCc2ccc(C(=O)NCC3CCCO3)cc2)c1 (stereo unspecified)	-2	-6	-11	-1	95	1	0.0	-21	-2
34	CCn1c(SCC(=O)N2CCN(c3ccc(F)cc3)CC2)nnc1-c1ccncc1	2	-8	6	22	101	/	0.6	1	-3
35	Cn1c(=O)c2c(n(Cc3ccccc3)c1=O)NC(=O)C2CC(=O)NCc1cccc(Cl)c1 (stereo unspecified)	3	-6	-2	19	96	-1	-0.8	-3	-2
36	Cc1nnc(SCC(=O)NCc2ccc3c(c2)OCO3)[nH]c1=O	4	0	7	53	103	-1	-0.2	0	-5
37	CCOC(=O)C1(Cc2ccccc2)CCN(Cc2cccc(OC)c2O)CC1	3	2	3	43	94	-1	-0.4	-5	-2
38	CCCCCCCCCOC(=O)C[n+]1csc(CCO)c1C	6	-5	111*	-31	98	4	0.2	-11	2
39	CSCCC(=O)NC1CCCN(CCc2ccccc2)C1 (stereo unspecified)	-3	-30	-1	/	102	1	0.3	-6	-1
40	CC1CCCCN1C(=S)NCc1ccco1 (stereo unspecified)	-2	-12	4	-86	103	3	-0.3	-5	0
41	O=C(Cc1cccc2ccccc12)N1CC[C@@]2(O)CCCC[C@H]2C1	1	4	19	20	95	-5	-1.7	11	2
42	COc1cccc(Nc2nc(CC(C)=O)ns2)c1	3	12	10	-49	100	3	-0.1	10	-5
43	COC(C/C=C/[C@@H](O)COCc1ccccc1)OC	5	-14	7	22	75	11	0.1	8	-4
44	COc1ccc(OCC(=O)Nc2cc(S(=O)(=O)N3CCCC3)ccc2OCC(F)(F)F)cc1	4	/	0	/	/	/	0.0	-5	-2
45	O=C(COc1ccc(Cl)cc1)NCCCNC(=O)c1ccncc1	1	8	7	4	102	1	-0.7	-2	-10
46	O=C(CN1C(=O)NC2(CCCC2)C1=O)N1CCN(c2ccccc2O)CC1	2	/	9	/	/	1	-2.3	7	0
47	CCOC(=O)CNC(=O)CCNS(=O)(=O)c1ccc2c(c1)c(=O)n(C)c(=O)n2C	3	2	9	12	89	0	1.2	3	-5
48	CC(C)(C)N1C(=O)c2ccc(C(=O)Nc3ccc(-c4nc5ccccc5[nH]4)cc3)cc2C1=O	4	-15	16	-5	99	1	0.1	4	-11
49	COc1ccccc1-c1cnn2c(NCCc3ccccc3)cc(C)nc12	-1	-3	12	46	96	1	1.1	-10	-8
50	O=S(=O)(NC1CC2CCC1C2)c1ccc2c(c1)OCCO2 (stereo unspecified)	6	-6	-19	-8	2.0*[inhibitor]	-3	0.7	-8	-4
51	Cc1nc(COC(=O)c2ccc(CO)cc2)cs1	4	1	17	9	0.0*[inhibitor]	-3	0.2	7	-3
52	COc1ccc(CNC(=O)Cn2cc3c(n2)CCCCC3)cc1	3	-16	-14	38	102	4	-3.3	2	0
53	COc1ccccc1N(CC(=O)N/N=C(\C)c1ccccc1O)S(=O)(=O)c1ccc(C)cc1	2	-7	13	14	102	-9	-0.3	-3	-3
54	CCn1c(NCc2cccs2)nc2ccccc21	5	1	-19	48	109	1	0.3	14	-2
55	C[C@@H]1CN([C@H](C)CO)S(=O)(=O)c2ccc(C#Cc3ccccc3F)cc2O[C@H]1CN(C)C(=O)c1ccc2c(c1)OCO2	/	/	5	/	/	/	0.6	-9	-7
56	C=CCC1c2cccc(C(=O)O)c2C(=O)N1c1ccc(F)cc1 (stereo unspecified)	4	10	2	16	96	-1	0.1	5	-5
57	Cc1ccc(NC(=O)CSc2nc3[nH]ncc3c(=O)[nH]2)cc1Cl	-2	/	-15	/	/	15	3.6	-1	-3
58	Cc1cccc(C)c1NC(=O)C1=C(O)c2ccccc2N(C)S1(=O)=O	-2	1	37	3	107	1	5.0	-1	1
59	Cc1ccc(S(=O)(=O)Nc2ccc(O)c3cccnc23)cc1	1	-40	5	44	89	0	1.1	0	-7

Screening data (PubChem)
